Screens from PubChem BioAssay.
Pf gamet viab = P. falciparum stage V gametocyte viability inhibition; P. falciparum stage V gametocytes, ATP luminescence, 24 h; inhibition, % at 10.9 µM; actives 0.065% (n = 150,000); AID 743093;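 active = inhibition above the mean plus 3 SD of compounds within the control limits, set per campaign, cut at about 38% in these data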;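 note: 0% = DMSO wells and 100% = medium only without gametocytes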
* = called active by the depositor.

SMILES | Pf gamet viab
O=C1N[C@@H](c2ccccc2)COC(=O)[C@H](Cc2ccc(F)cc2)C/C=C\C[C@H]1CC(=O)N(CCO)Cc1ccccc1 | -8
COc1ccc([C@H]2CC(=O)C=C(/C=C/c3ccc(C(F)(F)F)cc3)C2)cc1 | 9
CCc1ccccc1Nc1nc(-c2cccnc2)cs1 | 4
C[C@H](CO)N1C[C@H](C)[C@@H](CN(C)Cc2ccncc2)Oc2c(NS(=O)(=O)c3cccs3)cccc2C1=O | -12
COc1cc(S(=O)(=O)NCCCn2ccnc2)ccc1F | 0
Cc1cc(C)n(S(=O)(=O)c2ccc(Cl)cc2)n1 | -6
CCOC(=O)C(Cc1ccccc1)C(=O)NCc1ccccc1 (configuration not stated) | 10
COc1ccc(-n2ncc3c(=O)n(CC(=O)NC(C)C)cnc32)cc1 | 0
COc1cccc(CN2CCN(Cc3ccccc3C(F)(F)F)CC2)c1 | 5
NC(=O)CC(NC(=O)Cc1cccc2ccccc12)c1ccc(NC2CC3CCC2C3)c([N+](=O)[O-])c1 (configuration not stated) | -17
COc1ccc(CN2CCN(CC3CC3)CC2CCO)cc1C (configuration not stated) | 6
O=C(Nc1cccnc1)Nc1cccc(F)c1 | -17

Structures from the list above that contain an aryl methoxy group, in the order listed:
SMILES | Pf gamet viab
COc1ccc([C@H]2CC(=O)C=C(/C=C/c3ccc(C(F)(F)F)cc3)C2)cc1 | 9
COc1cc(S(=O)(=O)NCCCn2ccnc2)ccc1F | 0
COc1ccc(-n2ncc3c(=O)n(CC(=O)NC(C)C)cnc32)cc1 | 0
COc1cccc(CN2CCN(Cc3ccccc3C(F)(F)F)CC2)c1 | 5
COc1ccc(CN2CCN(CC3CC3)CC2CCO)cc1C (configuration not stated) | 6

Later entries
SMILES | Pf gamet viab
COc1cc([C@@H]2CC=C(C(=O)O)[C@H](c3ccccc3F)N2S(=O)(=O)c2ccc(C)cc2)cc(OC)c1OC | -18
O=c1[nH]nc(N=Nc2c(O)[nH]c3ccc(F)cc23)c(=O)[nH]1 | 3
CC(CN1CCN(Cc2ccccc2)CC1)c1ccccc1 (configuration not stated) | 11
O=c1c2ccccc2sc2ccc(C#CC3(O)CCCCC3)cc12 | -10
O=C(CN1CCOCC1)Nc1ccc(Cl)cc1 | 17
CCOc1ccc(N(C)c2ccc(/C=C3/SC(=S)NC3=O)cc2)cc1 | 18
O=C(c1ccc(Br)c([N+](=O)[O-])c1)N1CCN(Cc2ccccc2)CC1 | 15
C[C@H](CO)N1C[C@H](C)[C@@H](CN(C)S(=O)(=O)c2cn(C)cn2)Oc2c(NC(=O)Nc3ccc4c(c3)OCO4)cccc2C1=O | -38
CCOC(=O)/C=C/[C@H]1CC2(CCO1)SCCCS2 | -21
O=C(NCc1cccnc1)C1CC(c2cccc(Br)c2)=NO1 (configuration not stated) | 6
C#CCOCCOCCOCCNc1nc(N2CCOCC2)nc(N2CCN(C(=O)[C@H](C)n3cc(CCC(=O)O)nn3)CC2)n1 | 32
NNC(=O)C1CCN(S(=O)(=O)c2ccc(Cl)cc2)CC1 | -8
COc1cc(C2C(C(=O)c3ccc(C)o3)=C(O)C(=O)N2c2cc(C)on2)cc(OC)c1OC (configuration not stated) | -8
COc1ccc(CCNS(=O)(=O)c2ccc(OC)c(OC)c2)cc1OC | 15
CCCCc1nnc(NC(=O)CCc2ccccc2)s1 | 12
Cc1ccc(C2=NOC(=O)/C2=C\c2ccccc2)cc1 | -6
O=C1NC(=O)N(c2ccc(Cl)cc2)C(=O)/C1=C/c1ccc2c(c1)CCN2Cc1ccccc1Cl | -13
c1ccc(C[C@H]2CN=C(Nc3ccccc3)N2CC2CCCCC2)cc1 | 22
Cc1ccc(C2=NOC(c3nnc(-c4ccccc4)o3)C2)cc1 (configuration not stated) | 15
S=c1nc[nH]c2c1cnn2Cc1ccccc1 | -22
N#CCCOC1(C#CCN2CCCC2)CCCCC1 | -2
CC(NC(=O)CCC(=O)NCc1ccc(F)cc1)c1ccccc1 (configuration not stated) | 10
COc1cc(OC)nc(Oc2ccccc2/C=N/O)n1 | -25
CCCCCCCNC(=O)C1(CC2CC(c3ccc(Cl)cc3)=NO2)CCN(C(=O)CCCCCBr)CC1 (configuration not stated) | -17

Looked up by compound from the list above:
SMILES | Pf gamet viab
S=c1nc[nH]c2c1cnn2Cc1ccccc1 | -22
N#CCCOC1(C#CCN2CCCC2)CCCCC1 | -2
COc1cc(OC)nc(Oc2ccccc2/C=N/O)n1 | -25
COc1ccc(CCNS(=O)(=O)c2ccc(OC)c(OC)c2)cc1OC | 15
Cc1ccc(C2=NOC(=O)/C2=C\c2ccccc2)cc1 | -6

(more compounds)
SMILES | Pf gamet viab
CCN1C(=O)[C@@H]2[C@@H](c3ccc(-c4ccc(OC)cc4)c(OC)c3)N3CCC[C@@]3(C(=O)OC)[C@@H]2C1=O | 13
COc1ccc2[nH]c3nc(SCC(=O)Nc4cccc(NC(C)=O)c4)nnc3c2c1 | 1
O=c1oc(CCO)cc2ccc(-c3ccc4[nH]ccc4c3)cc12 | 14
NC(=O)c1ccc(CN2CCc3ccccc3C2)cc1 | 2
S=c1[nH]nc(-c2ccco2)n1-c1ccc(Br)cc1 | -26
COC(=O)[C@H]1C[C@H]1[C@@H](NC(=O)c1cccnc1)c1ccccc1 | 24
O=C1c2ccccc2C(=O)N1CCCCCCc1ccccc1 | 9
CCCN1CCC(=O)N([C@H](CN=[N+]=[N-])CC(C)C)CC1 | -9
COc1ccc(-c2noc(C3CCCN(C(=O)c4ccccc4C)C3)n2)cc1 (configuration not stated) | 1
O=C(Cc1ccc(F)cc1)N1CCC(CC2CC(c3ccc(Cl)cc3)=NO2)(C(=O)NCC2CCCCC2)CC1 (configuration not stated) | -22
COCCn1nnnc1CN(CCc1ccccc1)Cc1cc2cc(OC)ccc2[nH]c1=O | -61
COCCCNC(=O)N1c2ccccc2Sc2ccccc21 | -17
CNc1nc(C)c([N+](=O)[O-])c(Nc2ccc(OC)cc2)n1 | 3
Cc1c(NC(=S)NC(=O)c2ccccc2)c(=O)n(-c2ccccc2)n1C | 11
CCC(CO)Oc1cc(NCc2cccc(OC)c2)c2ncn(C(C)C)c2c1 (configuration not stated) | -10
CC(=O)c1ccc(Nc2nc(N3CCOCC3)nc(N3CCOCC3)n2)cc1 | 10
C[C@H]1COC(=O)[C@H](CC(=O)OC(C)(C)C)C/C=C\C[C@@H](CC(=O)NCCO)C(=O)N1 | -5
Cc1cccc(CN2C(=O)[C@H]3Cc4c([nH]c5ccccc45)C(C)(C)N3C2=O)c1 | 6
O=C(Nc1ccn(CC(=O)N2CCN(c3ccccn3)CC2)c(=O)n1)OCc1ccccc1 | 13
Cc1cc(C(C)(C)C)c(OC(=O)[C@@H]2OC(c3ccccc3)=C[C@H]2c2ccccc2)c(C(C)(C)C)c1 | -4
Cc1cc(Cl)c2oc(C(=O)N(C)CCCCN3CCOCC3)c(C)c2c1 | -27
Cc1ccc(C)c(Oc2cc(NN3CCCCC3)c([N+](=O)[O-])cc2[N+](=O)[O-])c1 | -5
C[C@H]1[C@H](c2ccccc2)C[C@@H](C(=O)O)C1(C)C | -3
Nc1nc(N)nc(-c2cc(F)ccc2O)n1 | 2
COc1ccc(CCNC(=O)C2CCCN(S(C)(=O)=O)C2)cc1 (configuration not stated) | 12
CCC(ONc1ccccc1C(F)(F)F)(C(=O)NN(C)C)c1ccccc1 (configuration not stated) | -11
Nc1ccc(S(=O)(=O)N2CCc3ccccc32)cc1 | 18
Cc1cccc(NC(=O)c2nc[nH]c2C(=O)N[C@@H](C)c2ccccc2)c1 | -2
COc1ccc(NC(=O)c2ccco2)c2ccccc12 | 9
Cc1cccc(NC(=O)C(C)SCc2ccccc2)c1 (configuration not stated) | -2
COCCNC(=S)N1CCN(c2nc(-c3ccccc3)cs2)CC1 | -15
O=c1c2ccccc2oc2cc(-c3ccc4cc[nH]c4c3)ccc12 | 5
COC(=O)c1c(C(=O)OC)c2ccccn2c1C(=O)c1ccccc1 | -24
c1csc(CNc2ncnc3ccc(-c4ccoc4)cc23)c1 | -19
C/C(=N\NC(=O)CCC(=O)N/N=C(\C)c1ccc(C)o1)c1ccc(C)o1 | 20
O=C1C(Cl)=C(N2CCOCC2)C(=O)N1c1ccc(Br)cc1 | -6
Cc1ccc2nc(CSc3nnc(-c4ccco4)n3-c3ccccc3)cc(=O)n2c1 | 14
COC(=O)[C@]1(C)N[C@H](c2ccc(-c3cccc(Cl)c3)cc2)[C@@H]2C(=O)N(C)C(=O)[C@@H]21 | -2
CC1CCCCN1CCCNc1ccc(C(CC(N)=O)NC(=O)Cc2cccc3ccccc23)cc1[N+](=O)[O-] (configuration not stated) | 6
CC(C)(C)OC(=O)NC1CNNC1=O (configuration not stated) | -6
CS(=O)(=O)N1CCC(C(=O)Nc2cccc(F)c2)CC1 | 5
C#CCSc1nnc(C)c(C)n1 | 16
C=CCN(C(=O)OC(C)(C)C)S(=O)(=O)NCc1ccccc1 | -44
CC(C)CNC(=O)C1CCN(CC2CCCCC2)CC1 | -8
O=c1oc(C2(O)CCCCC2)cc2ccc(-c3ccc4[nH]ccc4c3)cc12 | -3
C=CC[C@H](CC(=O)N(CCO)Cc1ccccc1)C(=O)NC[C@H](OC(=O)[C@@H](CC=C)CC(=O)OC(C)(C)C)c1ccccc1 | 3
COc1ccc(S(=O)(=O)N2CCN(Cc3ccccc3)CC2)cc1OC | 14
COc1cccc(-c2noc(C3CCCN(C(=O)c4ccc(F)cc4F)C3)n2)c1 (configuration not stated) | -2
Cc1c(NC(=O)CC2CC(C)OC2=O)c(=O)n(-c2ccccc2)n1C (configuration not stated) | -10
CCOc1cc(C(=O)Nc2ccc(S(=O)(=O)Nc3cnc4ccccc4n3)cc2)cc(OCC)c1OCC | 7
COc1ccc(C(=O)Nc2ccc3ccccc3c2)c(OC)c1 | 12
Cc1cc(NC(=O)CC(C)C)c(=O)n(Cc2c(F)cccc2Cl)c1 | 1
Cc1ccc(NC(=O)c2cnn(-c3ccccc3)c2C)c(C)c1 | -21
CCCCCCCOc1ccc(C2CC(=O)N(C)C2=O)cc1 (configuration not stated) | -20
Cc1ccccc1N=Nc1c(O)[nH]c2ccccc12 | 1
Cc1ccc(C(=O)N/C(=C\c2cccc([N+](=O)[O-])c2)C(=O)Nc2cccc(C(=O)O)c2)cc1 | 12
N#CCN=C(c1ccccc1)c1ccccc1 | 16
COc1ccc(S[C@@H](CCN2CC[C@H](C)CCC2=O)c2ccccc2)cc1 | -13
Cn1c(=O)[nH]c(=O)c2c1nc(SCC(O)CO)n2CCCc1ccccc1 (configuration not stated) | 1
CC(CN1CCC(O)CC1)c1ccccc1 (configuration not stated) | 6

The list continues:
SMILES | Pf gamet viab
NC(=O)c1sc2nc(-c3ccccc3)ccc2c1N | -4
CN(Cc1ccccc1)C1CCN(Cc2ccccc2[N+](=O)[O-])CC1 | 9
Cn1c(=O)c2c(nc(CN3CCc4ccccc4C3)n2Cc2ccc(F)cc2)n(C)c1=O | -8
O=C(Nc1ccc(Cl)cc1)c1ccc(CN2CCc3ccccc3C2)cc1 | -2
COc1cc(C(C)=O)ccc1OCC(O)Cn1nc(C)c(C(C)=O)c1C (configuration not stated) | 0
Cc1ccccc1NC(=O)c1ccc2c(c1)CCN2S(C)(=O)=O | 21
Cc1cc(NC(=O)c2cccc(Cl)c2)n[nH]1 | 10
O=C(NCCc1ccccc1)c1cccc2c1C(=O)c1ccc(N3CCOCC3)cc1S2(=O)=O | 6
CCOC(=O)CN1C(=O)S/C(=C/c2ccc(C)o2)C1=O | 7
CCOC(=O)[C@@H]1[C@H]2COc3ccccc3[C@@H]2N2C(=O)N(c3ccc(F)cc3)C(=O)[C@@]12C | 1
NC(=O)CC(c1ccccc1)c1ccc2c(c1)OCO2 (configuration not stated) | -1
COCCNc1c2c(nc3ccccc13)CCC2 | -10

Shown with each value named: entries from further up.
> NC(=O)c1sc2nc(-c3ccccc3)ccc2c1N
  Pf gamet viab = -4

> CN(Cc1ccccc1)C1CCN(Cc2ccccc2[N+](=O)[O-])CC1
  Pf gamet viab = 9

(listing goes on)
SMILES | Pf gamet viab
Cn1c2ccccc2c(=O)c2cc(NCCCN3CCOCC3)ccc21 | 10
Cc1c(C(=O)N2CCN(C)CC2)oc2ccc(Br)cc12 | -7
COc1ccccc1CC(=O)N1CCN(c2ccc(F)cc2)CC1 | -1
Cn1c2c(c3cc([N+](=O)[O-])ccc31)CCCC2 | -3
O=c1[nH]c2ccc(NCc3ccc(F)cc3)cc2[nH]1 | -14
Cc1nc(-c2ccccc2)nn1-c1ccc([N+](=O)[O-])cc1 | -24
Cc1c(C(c2cc(O)ccc2O)c2c(C)n(C)n(-c3ccccc3)c2=O)c(=O)n(-c2ccccc2)n1C | 7
O=[N+]([O-])c1ccc(S(=O)(=O)Nc2nc(-c3ccccc3)cs2)cc1 | -11
O=[N+]([O-])c1cccc2c(S(=O)(=O)N3CCOCC3)cccc12 | -2
CC1(C)Oc2ccc3ccc(=O)oc3c2C(/C=N/O)=C1Cl | -15
Cc1ccc(-c2csc(NCCc3nc4cc(Cl)c(Cl)cc4n3CCOCCO)n2)cc1 | -15
CCC(CC)c1nnc(NC(=O)CCc2ccccc2)s1 | -5
CC(C)(C(=O)c1ccccc1)/[N+]([O-])=C/c1ccccc1 | 3
O=C(O)CCC(=O)Nc1sc2c(c1C(=O)NCc1ccccc1)CCCC2 | 14
CN(Cc1ccccc1)C(=O)c1ncn(C)c1C(=O)N(C)Cc1ccccc1 | -9
O=C(O)c1cccc(C(=O)c2cccc3ccccc23)c1 | 18
C#CCOCCOCCOCCNc1nc(N2CCN(C(=O)Cn3cc(CCCCN)nn3)CC2)nc(N2CCN(C(=O)[C@H](Cc3ccc(O)cc3)n3cc(CCO)nn3)CC2)n1 | 8
COCCOC(=O)C1=C(C)NC(=O)NC1c1cccc(F)c1 (configuration not stated) | -12
CN(C)c1ccc(N2[C@@H](CC(=O)O)c3cc(C(F)(F)F)ccc3S2(=O)=O)cc1 | 0
CCN1CCn2c3c(c4cccc(C)c42)CCCC31 (configuration not stated) | -2

Only part of the results is shown (hit frequency here may not be typical).
